Screening results as filed in PubChem.
TCR act – activates T cell receptor signaling; 330,000 tested, under 10 active; AID 504894; primary human leukocytes, anti-CD3, IL-2 HTRF, 48 h; Potency, µM (highest dose often 9.22 µM), for inactives: at the highest dose activation of IL-2 secretion, hits mostly activators; further: % of control where 0% means no effect
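Readout: HTRF IL-2, Eu-cryptate/d2 antibody pair, 320nm excitation, 665nm emission. Stimulus: a-CD3 beads, no co-stimulation. Cells: primary human leukocytes. Exposure: 48 hr with compound.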
AT treatment – potential ataxia-telangiectasia treatment; Potency, µM (highest dose often 57.5 µM), for the others: top-dose activation, hits mostly activators; […] A-T fibroblasts, KAP-1 phosphorylation AlphaLISA; neocarzinostatin DNA damage 30 min before lysis; actives 0.19% (n = 320,000); further: potency means the concentration at half of the fitted maximal effect; % of control where 0% means no effect; nearly all actives have a fitted effect of over 45% in size
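hTERT-immortalized A-T patient fibroblasts ([…]), 500 cells/well in OPTI-MEM, 1% FBS, got compounds for 60 min, then NCS for 30 min at 37C. Lysates were then assayed for phospho-KAP-1 by AlphaLISA (anti-pKAP1 donor, anti-KAP1 acceptor beads), 6 hr at 25C.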
ELG1 repair inh – inhibitors of ELG1-dependent DNA repair in HEK293T cells | HEK293T ELG1-luciferase reporter, luminescence, 16 h; DNA damage induced by 5-fluorouridine | Potency, µM (doses to about 46.1 µM), for the others: at the highest dose activity change, negative = inhibition, actives largely listed as inhibitors | actives 2.3% (n = 330,000); further: potency means the concentration at half of the fitted maximal effect; on the % scale 0 is the no-effect control and ±100 the full control effect; nearly all actives have a fitted effect of over 55% in size
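HEK293T cells expressing luciferase-tagged ELG1 (2,000/well) received 5-Fluorouridine plus compound or DMSO for 16 hr at 37 °C. Luciferase was read by ONE-Glo luminescence after 30 min at room temperature.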
TRPV1 ag – human TRPV1 agonism; Q8NER1; TRPV1-expressing cells, Fluo-8 calcium influx, agonist mode; activation, % at 8.33 µM; actives 0.19% (n = 320,000); in the data active means activation above about 80%; inconclusive means between about 30% and that limit; further: 0% is about no effect
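TRPV1-expressing cells were cultured overnight at 35.5C and loaded with Fluo-8 calcium dye for 40 to 90 min at room temperature. After a 10 s baseline, compound was added and calcium influx was read kinetically for 3 min (ex 480/em 520 nm).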
Eya2 phos inh – inhibitors of human Eya2 phosphatase activity | O00167 | recombinant Eya2, OMFP fluorescence dephosphorylation (OMFP is methylfluorescein phosphate) | Potency, µM (series often up to 76.9 µM), inactives show top-dose activity, negative = inhibition, actives largely listed as inhibitors | actives 0.006% (n = 330,000); further: potency means the concentration at half of the fitted maximal effect; on the % scale 0 is the no-effect control and ±100 the full control effect
Target sequence (O00167 whole entry, looked up): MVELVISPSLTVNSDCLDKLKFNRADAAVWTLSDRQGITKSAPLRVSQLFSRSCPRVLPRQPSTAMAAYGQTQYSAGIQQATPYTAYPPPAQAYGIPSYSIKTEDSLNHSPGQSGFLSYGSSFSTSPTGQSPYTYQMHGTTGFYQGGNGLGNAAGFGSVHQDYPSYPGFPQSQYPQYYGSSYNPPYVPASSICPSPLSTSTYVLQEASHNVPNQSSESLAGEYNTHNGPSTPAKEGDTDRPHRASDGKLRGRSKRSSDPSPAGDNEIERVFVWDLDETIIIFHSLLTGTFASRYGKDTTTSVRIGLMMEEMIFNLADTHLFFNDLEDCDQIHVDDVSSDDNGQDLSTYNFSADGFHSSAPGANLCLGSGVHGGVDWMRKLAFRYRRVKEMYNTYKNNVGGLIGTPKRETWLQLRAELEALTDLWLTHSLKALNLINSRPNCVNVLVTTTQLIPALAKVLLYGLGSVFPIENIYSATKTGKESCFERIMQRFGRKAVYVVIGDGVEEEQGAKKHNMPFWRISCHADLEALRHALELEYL
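Eya2 protein (added as 0.2 uM solution) was preincubated with compound for 10 min at ambient temperature in 50 mM HEPES pH 7.5, 50 mM NaCl, 5 uM MgCl2, 0.05% BSA, 1 mM DTT. OMFP (added at 50 uM) then reacted 10 min; fluorescence read at 485/525 nm.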
KCNH2 3.1 block – blocks the human KCNH2 3.1 channel isoform; U2OS KCNH2 3.1, thallium flux FluxOr; active compounds read low; activity change, % (tested at about 1.8 µM); AID 720553; actives 0.95% (n = 340,000);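 active means maximum activity change below -70%; inconclusive means maximum activity change from -70% to -50%; inactive means maximum activity change above -50%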;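 further: thallium influx rate constant from kinetic fluorescence after stimulation buffer; on the % scale 0 is the no-effect control and ±100 the full control effect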
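Measured as rate of thallium-driven FluxOr signal in transduced U2OS cells carrying the 3.1 channel, read kinetically for 2 min upon stimulation; values are rate constants scaled to DMSO control wells.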
Mito fusion act – mitochondrial division inhibition or fusion activation. S. cerevisiae fusion-defective mutant growth rescue, CellTiterGlo 48 h. Potency, µM (titrated, usually from 46.1 µM), for inactives: at the highest dose growth rescue (activation), hits mostly activators. actives 0.23% (n = 320,000);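 further: potency means the concentration at half of the fitted maximal effect; % of control where 0% means no effect; nearly all actives have a fitted effect of over 45% in size; temperature-sensitive fusion mutants such as fzo1-1 at 37 °C on non-fermentable ethanol glycerol medium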
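Yeast fusion mutant, YPEG (non-fermentable carbon), compound, 48 h at 37C non-permissive; CellTiterGlo added, 10 min RT, luminescence read. Rescued growth = division inhibition.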
USP2a inh – blocks human ubiquitin-specific protease USP2a; O75604; USP2 core, Ub-CHOP2 coupled fluorogenic reporter, 485/531; Potency, µM (doses to about 38.3 µM), for inactives: at the top dose activity change, negative = inhibition, most hits filed as inhibitors; actives 0.01% (n = 330,000); AID 463254;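 further: potency means the concentration at half of the fitted maximal effect; plate controls were DMSO wells for no effect and full inhibition by NEM control for full effect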
Target sequence (O75604 whole entry, looked up): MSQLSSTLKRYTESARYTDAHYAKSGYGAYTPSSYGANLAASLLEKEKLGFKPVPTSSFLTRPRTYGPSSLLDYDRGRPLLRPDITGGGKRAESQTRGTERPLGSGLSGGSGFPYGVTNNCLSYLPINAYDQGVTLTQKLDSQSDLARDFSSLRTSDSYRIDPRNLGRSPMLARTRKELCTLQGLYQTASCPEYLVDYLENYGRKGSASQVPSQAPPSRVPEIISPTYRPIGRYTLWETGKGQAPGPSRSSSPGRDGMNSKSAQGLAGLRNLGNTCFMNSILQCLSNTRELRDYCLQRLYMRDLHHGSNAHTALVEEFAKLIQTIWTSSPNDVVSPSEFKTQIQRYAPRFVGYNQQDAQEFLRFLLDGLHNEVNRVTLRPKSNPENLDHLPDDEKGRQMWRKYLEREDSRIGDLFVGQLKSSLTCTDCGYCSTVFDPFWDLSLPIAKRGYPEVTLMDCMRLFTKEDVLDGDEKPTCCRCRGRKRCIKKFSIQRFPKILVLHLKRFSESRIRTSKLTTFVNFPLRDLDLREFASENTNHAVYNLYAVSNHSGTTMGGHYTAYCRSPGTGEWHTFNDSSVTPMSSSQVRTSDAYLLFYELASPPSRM
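Cell-free coupled assay: 10nM USP2 core preincubated 30min RT with compound in Tris-HCl pH 8.0/CaCl2/CHAPS buffer, then 25nM Ub-CHOP2 and 25nM reporter substrate; fluorescence (Ex 485/Em 531) read after 60min RT, normalized to NEM inhibition, concentration-response curves fitted.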
TSHR antag – human thyrotropin receptor antagonism. activity change, negative = inhibition, % at 11.5 µM. TSHR-expressing cells, TSH-stimulated cAMP HTRF, 2 h; active compounds read low. actives 0.2% (n = 330,000);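 active means activity change below a set negative limit, meaning inhibition stronger than a set level, cut at about -70% in these data; inconclusive means activity change between two set negative limits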; further: on the % scale 0 is the no-effect control and ±100 the full control effect
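TSHR-expressing cells, 200/well, pre-treated with compound, then stimulated with EC80 TSH (4nM final) for 2 hours at 37 deg C. cAMP measured by competitive HTRF: anti-cAMP cryptate antibody in lysis buffer plus cAMP-d2, read after 30 minutes at room temperature.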
hERG WT inh – KCNH2 (human, wildtype) channel inhibition | actives 0.37% (n = 340,000) | Q12809 | U2OS, BacMam KCNH2, thallium flux FluxOr; active compounds read low | activity change, % at 1.84 µM;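 active means maximum activity change below -70%; inconclusive means maximum activity change between -70% and -50%; inactive means maximum activity change above -50%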; further: on the % scale 0 is the no-effect control and ±100 the full control effect
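U2OS cells transduced with wild-type KCNH2 virus are loaded with FluxOr dye for 45 min, and thallium flux is measured in kinetic reads before and after stimulation buffer. Rate constants are normalized to DMSO controls.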
The depositor's hits bear a star; i = inactive; ? = inconclusive; nt = no result given; [ ] = dose if it differs, or a comment. Unless noted, the call rests on the fitted dose curve; in most records, active means well fitted curve in the direction sought with a large enough effect; inconclusive means small, poorly fitted or top-dose-only effect, or another doubt; inactive means no such curve, though single readings can be large; an effect the other way counts as inactive or inconclusive. Only part of the results is shown; count on the stated rates, not on these rows.

Every second line gives: TCR act	AT treatment	ELG1 repair inh	TRPV1 ag	Eya2 phos inh	KCNH2 3.1 block	Mito fusion act	USP2a inh	TSHR antag	hERG WT inh
- Cc1ccc(S(=O)(=O)N2C[C@@H]3[C@H]4CC[C@H](C4)[C@@H]3[C@@H](C)[C@@H]2c2ccn(Cc3ccccc3)c2)cc1
  0%[46.1 µM]	8%	1%	nt	-18%	-10	nt	1%	17	-3
- CCOc1ccc(S(=O)(=O)N/N=C(\C)c2ccc(Cl)c(Cl)c2Cl)cc1
  5%[46.1 µM]	4%	13%	2	4%	-17	-2%	-4%	15	1
- CCCOc1ccccc1OCC(=O)Nc1ccc(S(=O)(=O)N2CCCCC2)cc1
  4%	-1%	?	1	-13%	-5	?	-7%	5	1
- CCCCNC(=O)NCC(=O)Nc1ccc(F)c(F)c1
  4%	3%	14%	3	-6%	-27	-3%	0%	-8	2
- O=C(Cn1c(=O)n(-c2ccc(F)cc2)c(=O)c2sccc21)NC1CCCCC1
  -2%	3%	15%	-4	-9%	-4	-2%	2%	1	0
- COc1ccc(CCN2Cc3c(N)cccc3C2=O)cc1OC
  2%	-16%	4%	-1	5%	8	-3%	2%	-6	2
- CCOC(=O)c1c(S(=O)(=O)NCC(=O)Nc2ccc(OC)cc2)c(C)n(C)c1C
  -1%	3%	17%	-1	0%	-162*	-6%	2%	0	-1
- O=C(CSc1nnc(-c2ccc(C(F)(F)F)cn2)o1)Nc1cccc(Cl)c1
  3%	0%	?	1	-4%	13	-1%	-1%	10	2
- O=C(C1CCN(c2ncnc3c2nc2n3CCCCC2)CC1)N1CCN(c2cccc(Cl)c2)CC1
  -2%	-1%	2.3µM*	-2	-18%	4	-21%	-11%	-32	14
- O=C(NCc1ccco1)c1ccc(Cl)c(S(=O)(=O)Nc2ccccc2)c1
  2%	-3%	-12%	-1	3%	-23	4%	-1%	-12	-3
- CCn1c(CSc2n[nH]c(N)n2)nc2cc(C(=O)O)ccc21
  5%	5%	?	-1	-3%	12	9%	2%	-5	1
- CC1=CC(C)(C)N=C(Nc2nc(C)c3cc(C)cc(C)c3n2)N1
  -5%	1%	?	-4	-1%	-17	4%	-6%	3	1
- COc1ccc(NC(=O)COC(=O)c2cccc(S(=O)(=O)N(C)C)c2)cc1
  -2%	-8%	0%	-1	1%	0	1%	0%	-8	-3
- CCC1(C)NC(=O)N(CC(=O)Nc2cc(C)on2)C1=O (stereo not drawn)
  nt	17%	26%	nt	1%	6	nt	-1%	41	-11
- Cc1ccc(S(=O)(=O)NC2=NCN(Cc3ccccc3)CN2)cc1
  2%	0%	6%	0	34%	-2	0%	0%	9	-16
- COc1ccc(C(=O)NNC(=O)Nc2ccc(C)cc2)cc1
  -3%[46.1 µM]	7%	14%	9	0%	10	-1%	1%	8	5
- O=C(CN1C(=O)C2C3C=CC(C4CC34)C2C1=O)Nc1cnc2ccccc2c1 (stereo not drawn)
  -5%	-4%	-24%	-2	19%	-6	-3%	-1%	25	i
- COc1cccc(CN2CC(C(=O)NC3CCC3)CCC2=O)c1 (stereo not drawn)
  0%	-6%	0%	2	11%	3	-2%	0%	2	-2
- Cc1cc(Cl)ccc1OCC(=O)NCCC(=O)O
  -6%	2%	3%	1	10%	3	-5%	-1%	-13	-19
- CCC(C(=O)N1CCN(S(C)(=O)=O)CC1)c1ccccc1 (stereo not drawn)
  -1%	-7%	6%	1	-13%	-14	-4%	2%	11	6
- Cc1cccc(C)c1NC(=O)Cn1c(=O)n(CCCC(=O)NC2CCN(Cc3ccccc3)CC2)c(=O)c2ccccc21
  -2%	3%	11%	1	-6%	-2	4%	3%	5	10
- Cc1ccc(N=C2NC(=O)/C(=C/c3cccnc3)S2)cc1C
  2%	-19%	6%	10	-1%	-12	2%	1%	-4	-3
- Cc1ccc(NS(=O)(=O)c2ccc(Cl)s2)nc1
  3%	0%	0%	0	-17%	-3	7%	1%	18	-4
- COc1cc([N+](=O)[O-])cc(/C=N/NC(=O)C(C)Nc2cccc(C)c2)c1O (stereo not drawn)
  1%[46.1 µM]	-5%	-6%	-2	-4%	-29	3%	2%	5	-4
- CCCc1nnc(SCC(=O)Nc2ccc(OC)cc2)n1N
  2%	4%	2%	-1	16%	-6	7%	1%	20	-3
- O=C(c1cccs1)N1CCC(N2CCN(c3ccccc3)CC2)CC1
  4%	-1%	10%	-6	-9%	9	11%	2%	7	-10
- O=C(NNC(=O)c1sccc1-n1cccc1)c1cccc(Cl)c1
  4%	-5%	?	1	2%	15	8%	0%	-2	29
- Cc1nc(SCC(N)=O)c(C#N)c(C)c1C
  -26%	11%	-12%	5	-15%	7	-14%	1%	10	-6
- O=C(CSc1nnnn1-c1cccc(F)c1)NC1CCCCC1
  3%	2%	1%	2	18%	8	-1%	0%	24	-10
- CCCCC(=O)Nc1ccc(C(=O)OC2CCCCC2)cc1
  -2%	-1%	-6%	25	-2%	-11	?	0%	-11	10
- COc1ccc(C)cc1Nc1nc(-c2c(C)[nH]c3ccccc23)cs1
  3%[46.1 µM]	4%	-10%	4	2%	-3	12%	-1%	-9	nt
- CCc1nc(N2CCCC2)c(C#N)c2c1CCCC2
  2%	12%	0%	-2	0%	13	-2%	-3%	-2	-8
- O=C(NCC1OCCc2ccccc21)c1ccc(NC(=O)c2ccc(Cl)cc2)cc1 (stereo not drawn)
  2%[46.1 µM]	-1%	?	2	-1%	5	-4%	3%	-33	3
- CCOC(=O)C(C)n1cnc2c(nnn2Cc2ccc(C)cc2)c1=O (stereo not drawn)
  nt	7%	3%	15	-9%	-11	-3%	0%	-5	0
- CCC(C)(C)C(=O)Nc1cc([N+](=O)[O-])ccc1F
  -4%[46.1 µM]	20%	14%	-7	0%	-176*	-3%	3%	25	-250*
- O=C(Nc1cccnc1)c1ccco1
  5%	nt	15%	-3	18%	3	-1%	8%	-7	2
- Cc1ccc(CC2CC(=O)N(c3ccc4c(c3)OCCO4)C2=O)cc1 (stereo not drawn)
  -3%	7%	11%	2	-5%	-7	2%	-1%	-2	0
- N/C(=N\OC(=O)CN1C(=O)c2ccccc2C1=O)c1ccc(Cl)cc1
  2%	5%	?	6	-6%	-2	-3%	2%	-6	-5
- O=S(=O)(c1cccc(C(F)(F)F)c1)N1CCC(CO)(CCCc2ccccc2)CC1
  -1%	2%	-7%	15	-13%	-5	11%	1%	4	4
- Fc1ccc(Cn2nnc(-c3ccc(CN4CCOCC4)cc3)n2)cc1
  nt	-5%	-19%	-5	-37%	1	?	1%	11	-4
- O=C(CCc1ccc(S(=O)(=O)NCc2ccccc2)cc1)NCc1ccco1
  1%[46.1 µM]	-2%	-18%	0	4%	6	6%	1%	1	-11
- Cc1ccc2c(C)c(C(=O)N3CCN(Cc4ccccn4)CC3)oc2c1C
  0%	16%	0%	13	6%	14	-17%	-1%	0	16
- COc1cccc(C(O)c2nc3ccccc3n2C(C)C)c1OC (stereo not drawn)
  13%	?	?	-1	7%	-12	-22%	2%	7	-2
- O=C(NCCN1CCCCC1)Nc1ccccc1
  0%	0%	7%	4	12%	0	-1%	3%	4	3
- COc1ccc(-c2ccc(SCC(=O)NCc3ccc4c(c3)OCO4)nn2)cc1OC
  -13%	5%	?	4	11%	11	-9%	2%	13	4

Single records, as listed above. Order of values: TCR act | AT treatment | ELG1 repair inh | TRPV1 ag | Eya2 phos inh | KCNH2 3.1 block | Mito fusion act | USP2a inh | TSHR antag | hERG WT inh
Cc1ccc(CC2CC(=O)N(c3ccc4c(c3)OCCO4)C2=O)cc1 (stereo not drawn) is listed with -3% | 7% | 11% | 2 | -5% | -7 | 2% | -1% | -2 | 0
O=C(CCc1ccc(S(=O)(=O)NCc2ccccc2)cc1)NCc1ccco1 is listed with 1%[46.1 µM] | -2% | -18% | 0 | 4% | 6 | 6% | 1% | 1 | -11

Other records follow:
Every second line gives: TCR act	AT treatment	ELG1 repair inh	TRPV1 ag	Eya2 phos inh	KCNH2 3.1 block	Mito fusion act	USP2a inh	TSHR antag	hERG WT inh
- Cc1cc(C)cc(Nc2c(F)c(F)c(F)c(F)c2C(=O)O)c1
  4%	3%	-16%	0	13%	-20	0%	10%	-5	9
- COC1=NS(=O)(=O)c2ccccc21
  3%[46.1 µM]	-4%	15%	2	-1%	10	1%	3%	13	1
- Cc1ccc(NC(=O)Cn2nnc(C(=O)NCCc3ccccc3)c2N)c(C)c1
  1%	1%	?	-1	3%	14	4%	2%	-107*	1
- COC(=O)c1nc(NC(=S)NC(=O)c2cccs2)sc1C
  nt	0%	?	1	-4%	-3	-5%	-1%	-11	-4
- CN(C)C(CNc1ncccn1)c1ccccc1 (stereo not drawn)
  -2%	3%	0%	-3	-3%	2	11%	-2%	5	2
- O=C(NC(NC(=S)N1CCOCC1)C(Cl)(Cl)Cl)c1ccc(Cl)cc1 (stereo not drawn)
  -1%[46.1 µM]	12%	?	83*	8%	8	1%	0%	-10	1
- CCCCn1c(NC(C)=O)c(C#N)c2nc3ccccc3nc21
  -5%	21%	?	-5	-2%	-7	3%	3%	?	0
